KDM5B inhibitor = KDM5B demethylase inhibition. Q9UGL1. KDM5B demethylase, FDH-coupled NADH fluorescence (FDH is formaldehyde dehydrogenase). Potency, µM (series often up to 57.7 µM), without a hit: at the highest dose activity change, negative = inhibition, most hits filed as inhibitors. 2.6% of 220,000 active. AID 1347165; active means well fitted inhibition curve with a large enough effect; inconclusive means small, poorly fitted or top-dose-only effect; inactive means no such curve, though single readings can be large or run the other way; further: 0% is about no effect; nearly all actives have a fitted effect of over 70% in size
Target sequence (Q9UGL1 whole entry, looked up): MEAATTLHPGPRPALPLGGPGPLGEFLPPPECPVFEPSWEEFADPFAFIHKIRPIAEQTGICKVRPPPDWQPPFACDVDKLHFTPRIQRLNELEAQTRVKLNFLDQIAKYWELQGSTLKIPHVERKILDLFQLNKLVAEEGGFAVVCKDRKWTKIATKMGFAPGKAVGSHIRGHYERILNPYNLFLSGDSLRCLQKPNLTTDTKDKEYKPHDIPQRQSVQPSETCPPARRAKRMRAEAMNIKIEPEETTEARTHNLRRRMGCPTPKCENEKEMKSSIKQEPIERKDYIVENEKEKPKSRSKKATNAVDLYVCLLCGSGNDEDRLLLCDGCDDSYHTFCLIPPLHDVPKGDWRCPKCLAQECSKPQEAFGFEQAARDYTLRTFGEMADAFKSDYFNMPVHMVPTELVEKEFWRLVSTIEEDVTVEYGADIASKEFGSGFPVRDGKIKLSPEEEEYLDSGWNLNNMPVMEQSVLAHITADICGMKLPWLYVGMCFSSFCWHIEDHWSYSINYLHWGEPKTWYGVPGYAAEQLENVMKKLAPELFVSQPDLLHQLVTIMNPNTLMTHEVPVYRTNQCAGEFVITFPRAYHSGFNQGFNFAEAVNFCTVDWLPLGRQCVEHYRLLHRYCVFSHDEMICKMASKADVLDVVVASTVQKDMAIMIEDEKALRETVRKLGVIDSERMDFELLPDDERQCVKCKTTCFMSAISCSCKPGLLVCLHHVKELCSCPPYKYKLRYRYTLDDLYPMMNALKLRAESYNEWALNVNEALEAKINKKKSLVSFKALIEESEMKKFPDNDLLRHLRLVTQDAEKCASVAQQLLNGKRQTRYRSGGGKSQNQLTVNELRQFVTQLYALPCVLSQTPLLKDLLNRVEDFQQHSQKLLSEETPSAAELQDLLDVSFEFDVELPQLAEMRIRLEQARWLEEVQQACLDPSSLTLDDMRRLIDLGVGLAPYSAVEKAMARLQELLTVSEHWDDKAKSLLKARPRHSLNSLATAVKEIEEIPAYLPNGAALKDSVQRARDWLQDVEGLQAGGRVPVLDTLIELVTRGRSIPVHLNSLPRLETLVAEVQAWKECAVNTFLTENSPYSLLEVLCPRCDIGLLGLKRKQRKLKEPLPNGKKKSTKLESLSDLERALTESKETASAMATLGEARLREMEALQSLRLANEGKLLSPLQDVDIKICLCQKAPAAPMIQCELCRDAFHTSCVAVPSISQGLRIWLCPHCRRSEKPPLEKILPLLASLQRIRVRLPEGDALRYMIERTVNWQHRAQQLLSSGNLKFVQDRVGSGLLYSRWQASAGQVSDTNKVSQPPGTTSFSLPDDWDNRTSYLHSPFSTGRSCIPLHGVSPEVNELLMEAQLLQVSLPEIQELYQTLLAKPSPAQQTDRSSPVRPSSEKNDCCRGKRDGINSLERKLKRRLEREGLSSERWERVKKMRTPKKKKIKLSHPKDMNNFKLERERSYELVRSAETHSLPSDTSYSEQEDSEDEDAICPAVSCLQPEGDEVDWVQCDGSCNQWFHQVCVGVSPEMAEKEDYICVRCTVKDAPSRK
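Compound dilutions met 200 nM (final) KDM5BΔAP for 10 min at room temperature before substrate addition. The substrate mix held 12.5 µM H3K4me3 with cofactors 25 µM α-ketoglutarate and 50 µM Fe²⁺. NADH signal gain over 30 min defined activity.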
* hit, by the source's call; ? = inconclusive; [ ] = remark or other dose. Potency means the concentration at half of the fitted maximal effect. These rows are one share of the data; count on the stated rates, not on these rows.

item	compound	KDM5B inhibitor
1	CCc1nnc(SCc2c(F)cccc2Cl)c2cc3sccc3n12	-13%
2	Cc1ccc(SC(C(=O)c2ccccc2)C(=O)c2ccccc2)cc1	-22%
3	N#Cc1ccsc1NC(=O)COC(=O)c1cc(Br)ccc1O	-6%
4	COc1cc(NC(=O)c2ccc3c(c2)N(C)C2CCCN2C3=O)cc(OC)c1OC (stereo not given)	?
5	CCN(CC)CCCNC(=O)c1c(C)oc2ncnc(N3CCOCC3)c12	-7%
6	CCc1cccc(CC)c1NC(=O)CN(C)S(=O)(=O)c1ccc2c(c1)n(C)c(=O)c(=O)n2C	?
7	COc1cc(C=O)ccc1OCC(=O)Nc1ccccc1N1CCOCC1	-9%
8	COc1ccc(C(=O)N2CCCC3(COc4ccccc4C(=O)N3)C2)cc1 (stereo not given)	-17%

Reprinted from the part before: 4 entries, then new ones.
item	compound	KDM5B inhibitor
5	CCN(CC)CCCNC(=O)c1c(C)oc2ncnc(N3CCOCC3)c12	-7%
6	CCc1cccc(CC)c1NC(=O)CN(C)S(=O)(=O)c1ccc2c(c1)n(C)c(=O)c(=O)n2C	?
7	COc1cc(C=O)ccc1OCC(=O)Nc1ccccc1N1CCOCC1	-9%
8	COc1ccc(C(=O)N2CCCC3(COc4ccccc4C(=O)N3)C2)cc1 (stereo not given)	-17%
9	C=CCNC(=O)c1ccc2cncn2c1	32µM*
10	O=C1c2ccccc2NC(c2cccc(Cl)c2)N1CCCN1CCOCC1 (stereo not given)	?
11	O=C(Nc1ccc(F)c(F)c1)c1cc2n(n1)CC(c1ccc(Br)cc1)OC2 (stereo not given)	?
12	CCOC(=O)c1ccc(NS(=O)(=O)c2ccc3oc(=O)[nH]c3c2)cc1	13%
13	CCCCNCc1ccc(C)s1	12%
14	COCC1CN(C(=O)C2CC=CC2)CC12CCNCC2 (stereo not given)	-3%
15	CCOc1ccc(CCNC(=O)CSc2cc(=O)n(C)c3ccc(Cl)cc23)cc1OCC	-18%
16	O=C(C[C@@H]1CCNC[C@@H]1Cc1cc(CC2CCCCC2)on1)N1CCOCC1	14%[86.2 µM]
17	CCCCc1ccc(-c2ccc(C3CCC(CC)CC3)cc2)nc1 (stereo not given)	24%
18	COc1ccc(-c2c(C)c3ccc(O)c(CN4CCOCC4)c3oc2=O)cc1	?
19	Cc1c(C(=O)OC(C)C(=O)N2CCNC2=O)oc2ccc(Cl)cc12 (stereo not given)	-8%
20	CNC(=O)NC(=O)C(C)NC(C)c1ccc(Cl)cc1 (stereo not given)	17%
21	COCC(=O)N[C@H]1CC[C@]2(C)CC[C@@H](C(C)C(=O)NC3CC3)[C@H](O)[C@H]2[C@@H]1C (stereo not given in full)	-19%[86.2 µM]
22	CSc1ccc(C(C)NC(=O)c2cccc(F)c2)cc1 (stereo not given)	-15%
23	COc1ccc(Cl)cc1NC(=O)Nc1nnc(N(C)C2CCCCC2)s1	18%
24	O=S(=O)(c1cccc2nonc12)N1CCC2(CCCNC2)C1 (stereo not given)	-10%
25	Nc1ccc2oc(Cc3ccc(Cl)cc3)nc2c1	?
26	CC(C)c1nc2c(c(-c3ccc(O)cc3)n1)CCN(Cc1cncs1)CC2	-11%
27	COc1ccc2c(CCNC(=O)c3ccccc3C)c[nH]c2c1	21%
28	COc1cc(OC)c(NC2=NS(=O)(=O)C(c3ccc(C)c(C)c3)=C2C)cc1Cl	-4%
29	CC(NC(=O)CC(C)(C(=O)O)c1ccccc1)c1ccc(Cl)c(Cl)c1 (stereo not given)	26%
30	Cc1cc(N)ccc1-c1ccc(N)cc1C	?
31	Cc1ccc(S(=O)(=O)N2CCC(n3cnnc3C(C)C)CC2)cc1C	17%
32	CC(Oc1ccccc1)C(=O)N1CCC(Cc2nncn2C(C)C)CC1 (stereo not given)	-4%
33	COc1cc2c(cc1OC)C(=O)C(Sc1nnc(-c3cccc(Cl)c3)o1)C2 (stereo not given)	11%
34	COc1cccc(CNC(=O)c2cc3c(=O)[nH]c(C)cn3n2)c1	?
35	CCCn1c(-n2nc(C)cc2C)nc2c1c(=O)n(Cc1ccc(F)cc1)c(=O)n2C	-13%
36	COCc1nn2c(=O)c(NC(=O)c3ccccc3)cnc2s1	15%
37	CCn1cc(C(=O)NCc2ccccc2OC)c(=O)c2cc(S(=O)(=O)N3CCCCCC3)ccc21	-27%
38	O=C(CCC1CCCN(S(=O)(=O)c2ccccc2F)C1)NCc1cc(F)ccc1F (stereo not given)	?
39	Cc1cccc(CCNC(=O)c2cc(S(=O)(=O)N3CCCCC3)c[nH]2)c1	-6%
40	c1ccc(-c2noc(-c3cncnc3Nc3ccc4c(c3)OCO4)n2)cc1	10%
41	Cc1cccn2c(=O)c(/C=C(\C#N)c3nc4ccccc4[nH]3)c(Oc3ccc(C(C)(C)C)cc3)nc12	?
42	COCC1CN(C(C)=O)CC12CCN(C(=O)CC1=CCCCC1)CC2 (stereo not given)	7%
43	COc1ccc(NC(=O)Cn2c(=O)n(Cc3ccccc3Cl)c(=O)c3cc(OC)c(OC)cc32)cc1	?
44	CCOc1ccc(S(=O)(=O)N2CCCC(C(=O)N3CCCC3)C2)cc1 (stereo not given)	12%
45	COc1cccc(CNC(=O)N2CC(c3noc(-c4ccncc4)n3)C2)c1	7%
46	c1coc(-c2nnc(CSc3ccc4c(c3)OCCCO4)o2)c1	-14%
47	C=CC[N+](C)(C)CC(=O)c1ccccc1	16%
48	Fc1ccccc1-c1n[nH]c2c1CN(Cc1cccn1-c1nccs1)CC2	?
49	COc1cc(/C=C/c2ccc3cccc(O)c3n2)cc(OC)c1	?
50	COc1ccc(C2Cn3nnc(-c4nc(C5CC5)no4)c3CO2)cc1 (stereo not given)	-14%
51	CCn1cnnc1CC1CCN(C(=O)c2nccc3ccccc23)C1 (stereo not given)	-4%
52	Cc1onc(C(=O)NCC(=O)N2CCCCCNC(=O)CC2c2ccccc2)c1Cn1cccn1 (stereo not given)	33%[activator]
53	O=C(O)C(Cc1ccc(O)cc1)N1C(=O)c2c(Cl)c(Cl)c(Cl)c(Cl)c2C1=O (stereo not given)	14%
54	O=C(CSc1nc2c([nH]c3ccccc32)c(=O)n1-c1ccccc1)Nc1cccc(C(F)(F)F)c1	?
55	Cc1cc(C)cc(-n2ncc3c2CCCC3NC(=O)CCn2nnnc2C)c1 (stereo not given)	6%
56	CC(C)c1ccc(NC(=O)C(Cc2ccccc2)NS(=O)(=O)c2ccc3c(c2)oc(=O)n3C)cc1 (stereo not given)	11%
57	O=C(c1cccc2[nH]ccc12)N1CCC2(CC1)CN(c1ncccn1)CC2CO (stereo not given)	32µM*
58	COc1ccc(NC(C)=O)cc1NC(=O)CSc1nnc(C2CCCCC2)n1N	31%
59	O=C([C@@H]1C[C@H](Oc2cccnc2)CN1S(=O)(=O)c1ccccc1)N1CCOCC1	-15%
60	CNC(=O)N1CCc2nc(N3CCN(C)CC3)sc2C1	-12%
61	CC(=O)N1CCN([C@H]2[C@@H]3OC[C@@H](O3)[C@@H](NCc3ccco3)[C@@H]2O)CC1	-9%[86.2 µM]
62	CCN(CC)CCNC(=O)c1cc2c(=O)oc3ccc(C)cc3c2s1	?
63	CNc1c(NC(=O)c2cccc(C)c2)c(=O)oc2ccccc12	21%
64	CN(Cc1ccc(-c2ccccc2)cc1)CC1CC1	-19%[86.2 µM]

Next part.
item	compound	KDM5B inhibitor
65	COc1cccc(-n2c(C)nc3cc(C(=O)O)ccc32)c1	-19%
66	CCC(CO)Nc1cccc2c1S(=O)(=O)N(Cc1cn(Cc3ccccc3C(F)(F)F)nn1)Cc1ccccc1O2 (stereo not given)	?
67	CC(=O)c1ccc(NC(=O)c2nc(-c3ccc(Cl)cc3)n3c2CCCCC3)cc1	-1%[11.5 µM]
68	COc1nccc(N2CCC(CC(=O)NCCCN3CCC(C)CC3)CC2)n1	1%
69	CC(C)c1noc(-c2cn(C3CCN(C(=O)c4ccc(N(C)C)cc4)C3)nn2)n1 (stereo not given)	-23%
70	COCCn1c(C)cc(O)c(C(c2ccccc2Cl)N2CCN(c3ccccc3)CC2)c1=O (stereo not given)	-28%
71	Cc1cccc(N2C(=O)c3ccc(C(=O)Nc4cccc(C(=O)O)c4)cc3C2=O)c1	25%
72	CCc1c(C(=O)Nc2sc(C)c(C)c2C#N)csc1C	-2%

The closing 2 compounds of the section above lead into the next:
item	compound	KDM5B inhibitor
71	Cc1cccc(N2C(=O)c3ccc(C(=O)Nc4cccc(C(=O)O)c4)cc3C2=O)c1	25%
72	CCc1c(C(=O)Nc2sc(C)c(C)c2C#N)csc1C	-2%
73	O=S(=O)(NCCO)c1cc(Br)ccc1Br	24%
74	CCc1ccc(C(=O)N(Cc2ccccn2)C2CC2)s1	-3%
75	CCC(C)NC(=O)c1cc(-c2cccnc2)nc2ccccc12 (stereo not given)	-4%
76	Cc1ccccc1C(=O)NCCn1cccc1-c1nc(-c2ccc3c(c2)OCO3)no1	-9%
77	CCn1c(COc2cccc(C)c2)nc2ccccc21	10%
78	O=C(NC[C@H]1O[C@@H](CO)[C@@H](O)[C@H]1N1CCOCC1)Nc1ccc(OC(F)(F)F)cc1	10%
79	COc1ccc(NC(=S)/N=C(\N)Nc2nc(C)c3ccccc3n2)cc1	-6%
80	O=C(c1ccc(F)cc1)N1CCC(c2nc3ccccc3s2)CC1	-16%[11.5 µM]
81	CCc1cnc(C)nc1N1CCC(Oc2ccc3ccccc3c2)(C(=O)O)CC1	-12%
82	Cc1ccc(C2Cn3nnc(C(=O)N4CCC(C(=O)Nc5cc(F)cc(F)c5)CC4)c3CO2)cc1 (stereo not given)	18%
83	O=C(CSc1nc(C2CC2)nc2ccccc12)NC1CCCC1	-8%
84	Cc1ccc(CNC(=O)CCCn2c(=O)c3ccccc3n(CC(=O)Nc3ccc(C)cc3)c2=O)cc1	-18%
85	COC(=O)c1cc(NC(=O)c2ccc3c(c2)N(Cc2cccc(Cl)c2)C(=O)c2ccccc2S3=O)cc(C(=O)OC)c1 (stereo not given)	132%[activator]
86	O=C(NC1CCN(c2cc(C(F)(F)F)ncn2)CC1)c1cccs1	-17%
87	Cc1ccc2cccc(OCCNC(=O)C3NCCc4[nH]cnc43)c2n1 (stereo not given)	14µM*
88	CCn1nc(-c2ccc(C)c(S(=O)(=O)NCc3ccccc3)c2)c2c(c1=O)CCCC2	-11%
89	N#Cc1ccc(/C=N/Nc2ccc(F)cc2)cc1	?
90	Cn1ccc2cc(S(=O)(=O)N3CCC(C(=O)NCCCN4CCOCC4)CC3)ccc21	10%
91	O=C(CCc1ccccc1)N1CCC(Cc2nncn2-c2ccccc2)C1 (stereo not given)	6%
92	O=C(CSc1ccc2c(c1)OCCCO2)c1ccc(NC(=O)c2ccccc2)cc1	5%
93	CCC(C(=O)N1CCC2(CC1)C(=O)N(CC(=O)NCC(C)C)CN2c1ccccc1)c1ccccc1 (stereo not given)	-9%
94	COc1ccc(CN(C(=O)c2ccc(C#N)cc2)C(C)C2CC2)cc1 (stereo not given)	-13%
95	COc1ccccc1CNS(=O)(=O)c1ccc(-n2cnnn2)c(C)c1	15%
96	CCCCN1C(=O)[C@@H]2C[C@@H](O)CN2C2(CN(C3CCN(C)CC3)C2)C1=O	-23%[86.2 µM]
97	Cc1ccc(OC(C)c2nc(-c3ccc(Br)o3)no2)cc1C (stereo not given)	-8%
98	CC(C)(C)OC(=O)N1CCC(c2c(C(=O)NCCN3CCC(Cc4ccccc4)CC3)cnn2-c2cccc(Cl)c2)CC1	-25%
99	CCc1nn(CC(=O)N2CCC(C)CC2)c(=O)c2cc3occc3n12	-27%
100	O=C1CC2(CCN(Cc3ccc(F)cc3)CC2)Oc2cc(Cl)ccc21	-12%[86.2 µM]
101	O=C(CCCOc1ccc(Cl)cc1Cl)OCC(=O)c1ccccc1	-22%
102	CCOC(=O)c1ccc(Nc2c(-c3ccc(O)c(OC)c3)nc3nc[nH]n23)cc1	?
103	COc1ccc(NC(=O)C2CCCN(S(=O)(=O)c3ccc4c(c3)CCCC(=O)N4)C2)c(OC)c1 (stereo not given)	10%
104	CC(=O)N(C)Cc1cccc(C(F)(F)F)c1	-9%[115 µM]

A draw from above in order of molar mass, descending:
item	compound	KDM5B inhibitor
103	COc1ccc(NC(=O)C2CCCN(S(=O)(=O)c3ccc4c(c3)CCCC(=O)N4)C2)c(OC)c1 (stereo not given)	10%
91	O=C(CCc1ccccc1)N1CCC(Cc2nncn2-c2ccccc2)C1 (stereo not given)	6%
34	COc1cccc(CNC(=O)c2cc3c(=O)[nH]c(C)cn3n2)c1	?

Other results
item	compound	KDM5B inhibitor
105	N#Cc1ccc(CN2CCCc3ccccc32)cc1	?
106	COc1ccccc1-n1nc(-c2ccccc2)c2cnc3cc(C(F)(F)F)ccc3c21	-6%
107	O=c1c2ccccc2nc(/C=C/c2cccc(Br)c2)n1CCCO	?
108	O=C(NCC(=O)N(c1ccc(F)cc1)C(C(=O)NC1CCCCC1)c1cccnc1)c1ccco1 (stereo not given)	29%
109	CSc1ccccc1N=Cc1ccc(Cl)c(Cl)c1	30%
110	Cc1ccc(C(=O)N2CCC3(CC2)CC(N(Cc2ccccc2)C2CC2)CCO3)cn1 (stereo not given)	-4%
111	COc1ccc(C(=O)Cc2cc3cccc(OC)c3oc2=O)cc1	-6%
112	O=C(c1ccccc1F)N1CCn2c(nnc2-c2ccncc2)C1	7%[149 µM]
113	COC(=O)[C@@H](Cc1cccnc1)NC(=O)[C@H]1CN(C(C)=O)CCN1C(C)=O	0%[86.2 µM]
114	CC(C)c1cnc2c(c1SCC(=O)Nc1ccccc1C(F)(F)F)c(=O)n(C)c(=O)n2C	-7%
115	O=C(NC1CC1)c1ccc2cc[nH]c2n1	24%[230 µM]
116	Cc1cc(C)c2oc(C(=O)NCc3ccccc3)cc(=O)c2c1	16%
117	CCN(CC)C(=O)Cn1c(=O)n(Cc2ccc(C(=O)NCc3ccccc3Cl)cc2)c(=O)c2ccccc21	?
118	CCc1cc(C)nc(C)c1O	14%
